Compound activity: PubChem, ICCB-Longwood Screening Facility, Harvard Medical School
PV pol inh: poliovirus RNA polymerase inhibition; P03300; poliovirus polymerase elongation, fluorescence polarization; hits give low values; % elongation, % (compound at 16.7 µg/mL); 0.66% of 150,000 active; in the data active means % elongation below about 90%; further: some results filed as inactive read as strong as hits
Target sequence (P03300 1749-2209 limits assumed): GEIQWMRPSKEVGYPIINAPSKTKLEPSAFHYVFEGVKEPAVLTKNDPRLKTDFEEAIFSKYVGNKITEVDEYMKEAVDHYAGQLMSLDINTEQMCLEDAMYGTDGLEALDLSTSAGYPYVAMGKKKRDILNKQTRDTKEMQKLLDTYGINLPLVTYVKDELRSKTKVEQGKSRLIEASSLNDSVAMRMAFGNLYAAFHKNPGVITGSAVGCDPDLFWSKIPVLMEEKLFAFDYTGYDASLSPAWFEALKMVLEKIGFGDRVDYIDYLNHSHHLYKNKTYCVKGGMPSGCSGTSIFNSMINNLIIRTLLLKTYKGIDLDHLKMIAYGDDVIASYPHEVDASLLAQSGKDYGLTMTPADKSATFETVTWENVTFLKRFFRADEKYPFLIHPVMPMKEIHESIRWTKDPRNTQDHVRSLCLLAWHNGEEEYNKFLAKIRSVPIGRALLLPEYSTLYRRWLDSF
PV pol inh FP z-score: second read-out of PV pol inh, no call of its own (marks repeat the call); z-score; measured here: FP z-score; hits read low
An asterisk follows results filed as active; & = joins results of further samples. Not all compounds are listed; count on the stated rates, not on these rows.

The opening 5 records, ahead of the listing:
SMILES	PV pol inh	PV pol inh FP z-score
O=S(=O)(c1ccc(Cl)cc1)N1CCCCC1c1cccnc1 (stereo unspecified)	104	1
COc1ccc(Cl)cc1NC(=O)Cn1c(=O)n(Cc2nc(C)no2)c(=O)c2ccccc21	108	-0.1
O=C(Nc1cccc(C(F)(F)F)c1)c1ccc2c(c1)nnn2C1CCCC1	103	-0.8
Oc1c(-c2nc3ccccc3s2)sc2ncccc12	47	-8.3
Cc1ccccc1N(CC(=O)NC1CCCC1)C(=O)c1csnn1	107	2

This part in full, from the start:
SMILES	PV pol inh	PV pol inh FP z-score
O=S(=O)(c1ccc(Cl)cc1)N1CCCCC1c1cccnc1 (stereo unspecified)	104	1
COc1ccc(Cl)cc1NC(=O)Cn1c(=O)n(Cc2nc(C)no2)c(=O)c2ccccc21	108	-0.1
O=C(Nc1cccc(C(F)(F)F)c1)c1ccc2c(c1)nnn2C1CCCC1	103	-0.8
Oc1c(-c2nc3ccccc3s2)sc2ncccc12	47	-8.3
Cc1ccccc1N(CC(=O)NC1CCCC1)C(=O)c1csnn1	107	2
CCOC(=O)c1ccc(NC2Nc3cc(C)nn3S2)cc1 (stereo unspecified)	109	0.5
Cc1cc(=O)n(Cc2ccccc2)c2c1c(C)nn2-c1ccccc1	108	0.5
CC(C)N(C(=O)CSc1n[nH]c(-c2cccs2)n1)C(C)C	105	0.5
CC1(C)Cc2ccccc2C(=NC(Cc2c[nH]c3ccccc23)C(=O)O)N1 (stereo unspecified)	101	0
COc1cccc(-c2nn3c(Cn4cnc5ccccc54)nnc3s2)c1	66	-12
O=C(NCc1ccccn1)c1ccc2nc(N3CCCCC3)sc2c1	102	-0.3
Cc1c(C(=O)OCC2CCCCC2)[nH]c2c1C(=O)CC(c1ccc(Cl)cc1)C2 (stereo unspecified)	108	0.5
NNC(=O)c1ccncc1	98&101	-0.6&0.2
O=C(CNS(=O)(=O)c1ccc(Cl)cc1)NN=C1CCCCC1	100	-0.5
CCc1ccc2oc(-c3cc(N=Cc4ccccc4O)ccc3O)nc2c1	110	0.8
Cc1nc(NC(=O)CSc2ccc3c(c2)OCCO3)c(Cl)cc1Cl	102	-0.1
OC(COC1=NCNc2cc(Cl)ccc21)c1ccc(F)cc1 (stereo unspecified)	102	0.2
O=C1Nc2ccccc2O/C1=C\c1ccc(C(=O)NCCN2CCOCC2)cc1	101	0.1
CCOc1ccccc1CN(CCc1ccc2c(c1)OCO2)Cc1cccc(OC)c1OC	102	-0.7
O=C(NC12CC3CC(CC(C3)C1)C2)N1CCC(O)(c2ccc3c(c2)OCO3)CC1	102	0
Cc1c(/C=N/O)c2ccccn2c1C(=O)c1ccc(F)cc1	102	0.2
Cc1ccccc1Nc1nn2c(=O)c3ccc(C(=O)NCCC4=CCCCC4)cc3nc2s1	104	0.5
CCOC(=O)c1ccccc1Nc1cc(C)nc2nc(-c3ccco3)nn12	111	0.8
Cc1ccc2c(c1)-c1onc(C(=O)N3CCN(c4cccc(C)c4C)CC3)c1CO2	108	0.3
NNC(=O)COc1ccccc1Cc1ccccc1	100	-0.1

Shown as labelled records: two of the compounds above.
CCOC(=O)c1ccccc1Nc1cc(C)nc2nc(-c3ccco3)nn12
  PV pol inh: 111
  PV pol inh FP z-score: 0.8

Cc1ccc2c(c1)-c1onc(C(=O)N3CCN(c4cccc(C)c4C)CC3)c1CO2
  PV pol inh: 108
  PV pol inh FP z-score: 0.3

Shown with each value named: 3 of the compounds above.
CC1(C)Cc2ccccc2C(=NC(Cc2c[nH]c3ccccc23)C(=O)O)N1 (stereo unspecified)
  PV pol inh: 101; PV pol inh FP z-score: 0

CC(C)N(C(=O)CSc1n[nH]c(-c2cccs2)n1)C(C)C
  PV pol inh: 105; PV pol inh FP z-score: 0.5

Cc1c(C(=O)OCC2CCCCC2)[nH]c2c1C(=O)CC(c1ccc(Cl)cc1)C2 (stereo unspecified)
  PV pol inh: 108; PV pol inh FP z-score: 0.5

Continuation:
SMILES	PV pol inh	PV pol inh FP z-score
O=C(Nc1ccc2nc3c(=O)[nH]c(=O)[nH]c3nc2c1)C(F)(F)F	72	-8.5
COc1ccc(OC)c(CCN=C2NS(=O)(=O)C(c3ccc(C)cc3)=C2C)c1	105	0.7
Cc1ccccc1CNC(=O)C1CCN(c2nnc(-n3c(C)ccc3C)s2)CC1	103	-1.5
CCOC(=O)c1c(C)n(-c2ccccc2)c2ccc(OC(=O)c3cc(OC)cc(OC)c3)cc12	106	0.4
N#Cc1cc(SCCC(=O)O)c(N2CCOCC2)cc1C#N	101	-0.4
COc1ccccc1NC(=O)NCCCN1CCN(c2ccc(F)cc2)CC1	103	-1.5
O=C(/C=C/c1ccccc1)ON1C(=O)CCC1=O	35*	-6.5*
COc1ccccc1NC(=O)C(C)Nc1ccc(C)c(Cl)c1 (stereo unspecified)	111	1.1
Cc1ccccc1C(=O)N1CCCCC1CO (stereo unspecified)	101	0.1
CCOC(=O)N1CCN(C(=O)C2CC(c3ccc(F)cc3)=NO2)CC1 (stereo unspecified)	100	0
CCCCN(CCCNC(=O)c1ccc(Sc2ccc(Cl)cc2)c(NC(C)=O)c1)c1ccccc1	111	0.1
O=C(NCc1cc(F)cc2c1OCOC2)c1ccc(Oc2cc(Cl)cc(Cl)c2)o1	100	-0.5
Cc1cccnc1-n1c(C)nc2ccccc2c1=O	99	-0.4
CC(C)COc1ccc(Br)cc1C(=O)O	99	-0.8
CCOC(=O)c1cccc2c1-c1ccccc1C2=O	100	-0.4
O=C(O)C1CC(c2ccc(F)cc2)=NO1 (stereo unspecified)	84*	-2.2*
CC(NC(=O)c1ccncc1)C1CC2CCC1C2 (stereo unspecified)	99	-0.8
Cc1ccc(Cl)cc1NC(=O)C(C)n1nc(-c2ccccc2)ccc1=O (stereo unspecified)	107	0.4
CC(=O)N1CCCc2cc(S(=O)(=O)Nc3ccc4c(c3)OCO4)ccc21	105	1.8
N#CCCC1(CCC#N)S(=O)(=O)CC(c2ccccc2)CS1(=O)=O	101	-0.3
CCOc1ccc(C(=O)NCc2nc3cccnc3n2Cc2cccc(OC)c2)cc1	107	-0.1
CC1=CC(=C(C#N)C#N)C=C(C)N1C(C)C	101	0.1
Cc1cc(C(F)(F)F)n2nc(N)nc2n1	108	0.7
COc1ccc(CNC(=O)C(=O)NCC(c2ccco2)S(=O)(=O)c2cccs2)cc1 (stereo unspecified)	112	1
Cc1cccc(C(=O)N2CCCCC2CCN2CCCCC2)c1 (stereo unspecified)	114	1.7

One compound at a time (already shown). Values in the order: PV pol inh | PV pol inh FP z-score
`Cc1cccnc1-n1c(C)nc2ccccc2c1=O` as listed: 99 | -0.4
`O=C(NCc1ccccn1)c1ccc2nc(N3CCCCC3)sc2c1` as listed: 102 | -0.3
`CC1(C)Cc2ccccc2C(=NC(Cc2c[nH]c3ccccc23)C(=O)O)N1` (stereo unspecified) as listed: 101 | 0

(listing goes on)
SMILES	PV pol inh	PV pol inh FP z-score
CC1CCN(S(=O)(=O)c2nnc(NC(=O)c3ccc(C(C)C)cc3)s2)CC1	111	0.8
O=C1CSc2ccc(C(=O)NCCC3=CCCCC3)cc2N1	100	-0.5
O/N=C1/C2C3CC4C5C3C1C5C1(OCCO1)C42 (stereo unspecified)	100	-0.3
COc1cccc(CCNC(=O)c2c(O)nc3cc(C)ccn3c2=O)c1	106	0.4
Cc1ccc(-c2nn3c(=O)cc(CN4CCN(C(=O)/C=C/c5ccccc5)CC4)nc3s2)cc1	108	0.1
C#CCn1cnc2c(oc3ccccc32)c1=O	101	0.6
Cc1ccc(-n2nc(C)c3c(C)cc(=O)n(CC(=O)Nc4cc(Cl)ccc4C)c32)cc1	104	-0.4
CCOC(=O)c1oc2ccccc2c1COC(=O)c1ccc2c(c1)OCO2	107	0.6
COc1cccc(/C=C2\SC(N3CCC(C)CC3)=NC2=O)c1OC	101	-0.2
COc1cccc2c1Oc1nc(-c3ccccc3)nc(SCC(=O)Nc3ccccc3)c1C2	107	1
O=C(Cc1c[nH]c2ccccc12)OCc1c(F)c(F)c(F)c(F)c1F	102	-0.1
COc1cc(NC(=O)Nc2ccccc2C)cc(OC)c1	102	0
CC(NC(=O)CCNS(=O)(=O)c1cccc2nsnc12)c1ccccc1 (stereo unspecified)	107	0.7
CC1CC(C(F)(F)F)n2ncnc2N1C(=O)CSc1nc2ccccc2o1 (stereo unspecified)	101	-0.2
O=C1C(=O)N(CO)C(c2ccccc2)/C1=C(\O)c1ccccc1 (stereo unspecified)	105	0.3
Cc1c(NC(=O)c2cc(-c3ccc(Br)cc3)on2)c(=O)n(-c2ccccc2)n1C	101	-0.4
CCN(CC(=O)Nc1ccc(NC(C)=O)cc1)C(=O)c1n[nH]c(=O)c2ccccc12	101	-0.4
CCCCOc1ccc(S(=O)(=O)NCc2csc(-c3ccc(OC)cc3)n2)cc1	105	-0.3
O=C(CN1CCc2ccccc21)Nc1ccc(SC(F)F)cc1	105	0.4
COc1ccc(CN2C(=O)C(NC(=O)c3ccccc3C)(C(F)(F)F)N=C2c2ccccc2)cc1 (stereo unspecified)	107	0.7
CC1=C(C(=O)Nc2cc(C)ccc2C)C2(CCCCCC2)OC1=O	106	0.1
COc1ccccc1Nc1cc(C(=O)NCCN2CCC(Cc3ccccc3)CC2)c2ccccc2n1	103	0.5
COC(=O)Cn1c(=NC(=O)C2CCCCC2)sc2cc(OC)ccc21	102	0
CC1CCCC(C)N1NC(=O)c1ccc(-c2nc3ccccc3s2)o1 (stereo unspecified)	101	0
O=C(CCc1ccccc1)Nc1nnc(CCN2CCCCC2)s1	102	0.2

Other results follow:
SMILES	PV pol inh	PV pol inh FP z-score
O=C(Nc1nnc(C2CCCCC2)s1)C1c2ccccc2Oc2ccccc21	101	-0.2
COc1cc(C(=O)n2nc(-c3ccco3)nc2NCc2ccc(Cl)cc2)cc(OC)c1OC	105	-0.3
CNC(=O)NC(=O)CSc1nc2sccc2c(=O)n1-c1ccccc1	104	0.1
COc1ccc2nc(NC(=O)c3ccccn3)sc2c1	102	0.8
COC(CNC(=O)C1CCN(C(=O)c2cc3oc(C)cc3n2Cc2c(F)cccc2Cl)CC1)OC	100	-0.7
Cc1ccc(Cl)cc1NC(=O)Cn1ncc2c(C)n(Cc3ccccc3F)c(C)c2c1=O	105	-0.2
COc1ccccc1N1CCN(C(C)c2nc3ccccc3s2)CC1 (stereo unspecified)	101	-0.2
COC(=O)c1cccc(CSc2nnc(-c3c[nH]c4ccccc34)o2)c1	101	0
O=c1[nH]nc(SC(F)(F)C(F)(F)C(F)(F)F)c(=O)[nH]1	102	0.3
CCSc1nc(N)c(NC(=O)c2ccc(OC)c(OC)c2)c(=O)[nH]1	105	0.6
CN1C(=O)C(=Cc2cccs2)C(=O)N(C)C1=S	103	0.3
COc1ccccc1N1CCN(C2C(=O)c3ccccc3N2C(C)=O)CC1 (stereo unspecified)	108	0.2
CC(NC(=O)COc1cc(=O)n(C)c2ccccc12)c1ccc2c(c1)OCCO2 (stereo unspecified)	100	-1.3
CCCC(=O)Nc1ccc2nc(SCC(=O)N3CCCC3)sc2c1	102	0.3
COc1ccccc1OCCNS(=O)(=O)c1ccccc1C(F)(F)F	105	0.3
N#Cc1ccccc1OCC(=O)Nc1ccccc1	103	0
CC(C)(C)OC(=O)N1CCC(c2c(C(=O)N3CCN(c4ccccn4)CC3)cnn2-c2cccc(F)c2)CC1	108	0.4
Cn1c2c(c(=O)n(C)c1=O)C(Nc1nc3ccccc3s1)(C(F)(F)F)C(=O)N2 (stereo unspecified)	100	-0.4
CC(O)CN1CN=C(SCc2ccc(Cl)cc2)NC1 (stereo unspecified)	100	-0.6
CC(=O)N1CCN(C(C)=O)C2(CCCCC2)C1	104	0.2
CC(NC(=O)CN1CCN(C(=O)C2CCCO2)CC1)c1ccccc1 (stereo unspecified)	98	-0.4
CCc1ccc(-n2c(=O)c3sc4ccccc4c3n(CC(=O)N(CC)Cc3ccccc3)c2=O)cc1	104	0
CCn1c2ccccc2c2cc(CNC3CC3)ccc21	101	-0.5
COc1ccc(-c2nc3ccccc3n2CCc2ccccc2)cc1OC	104	0.9
COc1cccc(C2CC(=O)N3CN(C4CCCCC4)CSC3=C2C#N)c1 (stereo unspecified)	77*	-4*

The list goes on:
SMILES	PV pol inh	PV pol inh FP z-score
COc1ccc(C2=NN(CC(=O)N3CCN(c4cccc(Cl)c4)CC3)C(=O)CC2)cc1	101	0.2
CCc1ccc(N=C(N)N=C(N)N)cc1	106	0.2
CCCCC(=O)c1ccc(C)[nH]c1=S	103	0.2
Cc1ccc(CNC(=O)C(=O)NCC(c2ccco2)S(=O)(=O)c2ccccc2)cc1 (stereo unspecified)	101	-0.2
Cc1c(NC(=O)CSc2ccccn2)c(=O)n(-c2ccccc2)n1C	101	-0.2
O=c1onc(-c2cccs2)n1Cc1ccc(F)cc1Cl	102	0.4
COc1cccc(CN(C(=O)COc2ccc(Cl)c(C)c2)C2CCS(=O)(=O)C2)c1 (stereo unspecified)	110	1
Cc1ccsc1C(=O)OCC(=O)N(C)C1CCCCC1	103	0.5
CCNC(=S)NNc1ccc(C)cc1C	100	0
COc1ccc(C2C(=O)N(CCc3ccccc3)CC(=O)N2C2CCCCC2)cc1 (stereo unspecified)	102	0.6
CCC(C(=O)NCc1ccccc1)n1c2ccccc2c2cn[nH]c(=O)c21 (stereo unspecified)	105	1.2
CC1=NN(c2ccc(C(=O)O)cc2)C(=O)/C1=C\c1ccco1	101	-0.1
CC(C)c1ccc(NC(=O)Nc2cccs2)cc1	98	-1.6
CN1c2ccsc2C(=O)CS1(=O)=O	102	0.1
Cc1ccc(-c2csc(NC3OC(=O)c4ccccc43)n2)cc1C (stereo unspecified)	100	-0.5
O=C(O)C1CSC2(c3ccccc3)CCC(=O)N12 (stereo unspecified)	100	-0.5
O=C(c1cn(-c2ccccc2)nc1-c1cccs1)N1CCOCC1	106	1.2
O=C(Nc1ccc(Cl)cn1)c1cccs1	99	-0.5
CCC(=O)c1ccc(OCc2cn3cc(Cl)ccc3n2)cc1	101	-0.5
Cc1cc(C)c(NC(=O)C(C)n2nc(C)c3sc4ccccc4c3c2=O)c(C)c1 (stereo unspecified)	107	-0.1
